Screening data: PubChem BioAssay, National Center for Advancing Translational Sciences (NCATS)
Nrf2 inh = Nrf2 pathway inhibition | AID 504444 | Potency, µM (series often up to 46 µM), without a hit: at the highest dose activity change, negative = inhibition, hits mostly inhibitors | actives 2.1% (n = 360,000) | A549 ARE-Fluc reporter, luciferase luminescence, 18-24 h; further: potency means the concentration at half of the fitted maximal effect; on the % scale 0 is the no-effect control and ±100 the full control effect; nearly all actives have a fitted effect of over 60% in size
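Two sequential reads on A549 ARE_Fluc cells exposed to compound for 18-24 h: a CellTiter-Fluor fluorescence read for viability, then a luciferase luminescence read for Nrf2/ARE activity.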
ATXN viability = cell viability loss in ATXN counter-screen; actives 0.49% (n = 400,000); S2 cells (HEK-293 line with an ATXN2-luciferase reporter) viability, CellTiter-Fluor protease fluorescence, 24 h; AID 651635; Potency, µM (highest dose often 56.7 µM), actives largely listed as cytotoxic; further: potency means the concentration at half of the fitted maximal effect; nearly all actives have a fitted effect of over 40% in size
HepG2 tox = counter-screen for TGF-b inhibitors: cytotoxicity in HepG2 cells. HepG2 CAGA-GFP viability, ATP luminescence, 18 h. Potency, µM (doses to about 46.1 µM), without a hit: at the highest dose activity change, negative = cytotoxicity, usual class: cytotoxic. actives 0.76% (n = 410,000); further: potency means the concentration at half of the fitted maximal effect; some results filed as inactive show a strong effect at the top dose
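HepG2 CAGA-GFP cells (1000/well, DMEM with 1% FBS) received compound, then TGF-beta at 500 pg/mL final, and were incubated 18 hours at 37 degrees C. Viability was read by CellTiter-Glo luminescence. Media-only wells were set as complete cell-killing and DMSO as no toxicity.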
Akt phos inh = blocks phosphorylation of Akt; AID 651550; Neuro2A IGF-stimulated pAkt S473 HTRF, 20 min; hits give low values; activity change, % for hits at 50 µM; actives 0.32% (n = 360,000); in the data active means activity change below about -80%; inconclusive means mostly about -51% to -80%; further: on the % scale 0 is the no-effect control and ±100 the full control effect
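Single-point screen (50 µM final compound) in Neuro2A cells stimulated 20 min with 6 nM IGF at 37 deg C. After lysis, Ser473-phosphorylated Akt read by HTRF (ex 330 nm, em 615/665 nm) as the 665/615 ratio.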
CCT modulator = modulators of cytosolic chaperonin (CCT/TRiC) activity; AID 651819; actives 0.3% (n = 360,000); purified chaperonin ATPase assay, HTRF ADP detection, 30 min; activity change, % (no concentration beside the values), hits read low; in the data active means activity change below about -30%; further: on the % scale 0 is the no-effect control and ±100 the full control effect
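ATPase activity: ADP formed was measured by HTRF Transcreener (665/615 nm ratio) after 30 min at 37 deg C with 10 uM ATP. Compounds screened at one 76 uM concentration against 40 or 20 nM TRiC in Tris pH 7.4/KCl/MgCl2/DTT buffer.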
MmCpn inh = inhibitors of Methanococcus maripaludis chaperonin (MmCpn). purified Mm-Cpn ATPase, ADP Transcreener TR-FRET. Potency, µM (top dose mostly 76.9 µM), for the others: at the highest dose activity, negative = inhibition, hits mostly inhibitors. actives 0.031% (n = 330,000). AID 504842; further: potency means the concentration at half of the fitted maximal effect; on the % scale 0 is the no-effect control and ±100 the full control effect; nearly all actives have a fitted effect of over 80% in size
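25 nM Mm-CPN + cpd, 10 min 37°C; + 10 uM ATP, 30 min 37°C; buffer 30 mM Tris pH 7.4, 100 mM KCl, 5 mM MgCl2, 1 mM DTT; Transcreener ADP HTRF detection 30 min RT.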
TGFb inhibitor = inhibitors of TGF-b signaling; HepG2 CAGA-GFP TGF-b/SMAD3 reporter, GFP fluorescence, 18 h; TGF-beta stimulated, 500 pg/mL final; Potency, µM (titrated, usually from 46.1 µM), for inactives: at the top dose activity, negative = inhibition, hits mostly inhibitors; actives 1.2% (n = 410,000); AID 588855; further: potency means the concentration at half of the fitted maximal effect; on the % scale 0 is the no-effect control and ±100 the full control effect; nearly all actives have a fitted effect of over 65% in size
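First, reporter cells (HEPG2 CAGA-GFP) rested 2 h at 37 degrees C. Next, compounds were pinned in and TGF-beta added to 500 pg/mL final. After 18 h, GFP was imaged per cell and summed per well.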
Nrf2 ARE act = activates Nrf2 signaling | Potency, µM (doses to about 46.1 µM), without a hit: at the top dose activation, hits mostly activators | AID 624171 | AREc32 ARE-luciferase reporter (MCF7-derived line), luminescence, 24 h | actives 0.31% (n = 410,000); further: potency means the concentration at half of the fitted maximal effect; % of control where 0% means no effect; nearly all actives have a fitted effect of over 65% in size
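Nrf2 activation is followed as ARE-luciferase induction in the AREc32 line after one day of compound treatment; luminescence is read with Steady-Glo.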
A549 viability = counter-screen for Nrf2 inhibitors: cytotoxicity in A549 cells; A549 ARE-Fluc cells, CellTiter-Fluor viability, 18-24 h; Potency, µM (doses to about 46 µM), without a hit: at the highest dose activity change, negative = cytotoxicity, hits mostly inhibitors; actives 0.16% (n = 390,000); AID 504648; further: potency means the concentration at half of the fitted maximal effect; on the % scale 0 is the no-effect control and ±100 the full control effect
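A549 ARE_Fluc cells in 5% FBS OPTI-MEM were exposed to compounds in concentration-response for 18-24 h at 37 deg C. Viability was read by CellTiter-Fluor fluorescence (Ex 405/Em 525) after 30 min, before the luciferase read.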
* hit, by the source's call; i = inactive; u = inconclusive; x = not tested or not shown; [ ] = remark or other dose. Unless noted, the call rests on the fitted dose curve; in most records, active means well fitted curve in the direction sought with a large enough effect; inconclusive means small, poorly fitted or top-dose-only effect, or another doubt; inactive means no such curve, though single readings can be large; an effect the other way counts as inactive or inconclusive.

molecule | Nrf2 inh | ATXN viability | HepG2 tox | Akt phos inh | CCT modulator | MmCpn inh | TGFb inhibitor | Nrf2 ARE act | A549 viability
CN(CC(=O)Nc1ccc(Cl)cc1)C(=O)CNC(=O)c1ccc(Br)o1 | 8.4% | i | -15.0% | i | -0.9 | -0.8% | u | -0.4% | -2.1%
COc1cc(C(=O)NCCOc2cc(C)cc(C)c2)c(Br)c(OC)c1OC | x | i | -34.8% | i | 0.0 | 0.0% | 0.0% | -0.3% | u
Clc1ccc(-c2csc(N3CCc4ccccc4C3)n2)cc1 | -22.2% | i | -1.9% | i | 2.4 | -0.9% | 12.4% | 2.6% | -1.7%
CCOC(=O)C1(Cc2ccccc2)CCN(Cc2cc(=O)c3ccccc3[nH]2)CC1 | -16.6% | u | -15.1% | i | -0.6 | -1.6% | -8.4% | -0.8% | 0.2%
O=C1c2ccccc2C(=O)N1CCC(O)C[N+](=O)[O-] (stereo unspecified) | 2.8% | i | 0.4% | i | -0.6 | -0.9% | 2.4% | 5.4% | -2.0%
CCOC(=O)N(C)C[C@@H]1OCc2cnnn2CCCC(=O)N([C@H](C)CO)C[C@H]1C | x | i | 3.9% | i | -0.2 | x | 19.7% | 0.0% | x
OCCCNc1ncnc2c1ncn2[C@H]1CN(Cc2cccs2)C[C@@H](CO)O1 | x | i | 15.1% | i | 2.5 | x | 7.6% | 0.5%[9.22 µM] | x
CCCc1nnc2c(N(C)S(=O)(=O)c3ccc(C)cc3)nc3ccccc3n12 | 8.9% | i | 2.3% | i | 0.4 | 1.4% | -2.8% | 0.3% | 8.4%
O=C(NCCc1ccccc1F)c1ccc2c(c1)OCCO2 | u | u | -18.4% | i | -1.0 | 1.7% | 6.3% | -2.1% | -2.1%
CCOC(=O)c1nn(-c2ccc(F)cc2)c2nc(-c3ccccc3)c(C#N)c(=O)n12 | -5.1% | u | -3.6% | i | -0.9 | -18.0% | -4.8% | 0.0% | -8.5%
O=[N+]([O-])c1ccc2nccn2c1 | 5.6% | u | 6.2% | i | -3.2 | -1.3% | 9.6% | 0.2% | 0.5%
CCCCOC(=O)c1cc(=O)[nH]c2ccccc12 | 5.5% | i | -30.7% | i | -2.4 | 0.3% | -7.5% | -0.6% | 0.0%[1.84 µM]
COC(=O)c1ccccc1NC(=O)c1cccc(NC(=O)CSCc2ccccc2)c1C | u | i | -12.5% | i | 1.3 | -7.0% | -16.7% | -0.7% | u
O=C(Nc1cc(C(F)(F)F)ccc1N1CCCC1)c1ccc2c(c1)OCO2 | -0.6% | i | -0.2% | i | -0.3 | 2.3% | 2.6% | -0.6% | 0.1%
CCOC(=O)/C(C(N)=NCC(C)C)=C(/O)c1ccccc1 | 10.1% | i | -23.6% | i | -1.2 | 2.3% | -0.8% | 0.5% | 2.0%
Cc1nc(NC(=O)/C=C/c2ccc(F)cc2)sc1C(=O)N(C)C | -7.7% | i | -9.2% | i | 0.7 | -0.3% | -14.2% | 0.2% | -1.3%
CCNC(=O)OCC(CC)NC(=O)OCC(C)C (stereo unspecified) | 2.0% | i | 7.3% | i | 2.3 | -10.5% | 9.3% | -0.4% | 3.2%
O=C(O)CCn1cc(-c2ccc(Cl)cc2)nc1-c1ccncc1 | 3.1% | i | -0.8% | i | -0.2 | 0.8% | u | 0.0% | 12.9%
O=S(=O)(c1ccc(SCCOc2ccc(F)cc2)nc1)N1CCCC1 | u | i | -57.0% | i | 1.0 | 0.2% | u | 2.5% | 16.4%
CC(=O)c1cccc(N2C(=O)C3C(C(=O)Nc4cc(C)on4)C4(C)C=CC3(O4)C2C(=O)NC(C)(C)C)c1 (stereo unspecified) | 4.9% | u | -1.4% | i | -4.1 | -5.7% | -0.2% | -0.7% | -3.4%
FC(F)(F)c1cccc(-c2nnc3ccc(C(F)(F)F)cn23)c1 | 5.9% | i | -38.7% | i | -10.7 | 0.3% | -2.4% | 7.4% | -12.5%
O=C(CCN1CCN(c2ccc(F)cc2)CC1)Nc1ccc(F)cc1 | 10.6% | i | -16.6% | i | -0.1 | -0.3% | -48.3% | 0.3% | -4.9%
COc1ccc(CNC(=O)CSc2nc(-c3ccc(OC)cc3)cc(C(F)(F)F)n2)cc1 | -5.4% | i | -3.4% | x | x | x | u | -0.6% | -2.0%
CCn1c2c(c(=O)n3ncc(C(=O)Nc4cccc(Cl)c4C)c13)CN(Cc1ccc(OC)cc1)CC2 | x | i | -23.7% | x | x | x | -6.1% | 4.3% | 12.4%
COCCN1C(=O)c2ccc(C(=O)O)cc2C1=O | 9.9% | i | -11.7% | i | -0.8 | 1.0% | -2.7% | 0.3% | 2.0%
Cc1nn(C)cc1CN(C)C(=O)c1nn2c(c1Br)NC(c1cccs1)CC2C(F)(F)F (stereo unspecified) | -27.1% | i | -2.1% | i | -0.2 | 2.6% | -16.7% | -0.3% | -15.8%
O=C(Nc1cc(-c2nc3ccccc3o2)ccc1Cl)c1ccc(N2CCCCC2)c([N+](=O)[O-])c1 | 16.9% | i | 0.2% | x | x | x | 0.0% | 5.0% | 0.3%
CC(Sc1nnc2c(n1)[nH]c1ccccc12)C(=O)NC1CCCCC1 (stereo unspecified) | u | i | -19.5% | i | -1.3 | 0.3% | -11.2% | 1.6% | -1.9%
COc1cccc(NC=C2C(=O)OC3(CCCCC3)OC2=O)c1 | -2.5% | i | -3.7% | i | 1.8 | -3.2% | 14.6% | 0.4% | 4.7%
CCCc1nnc(NC(=O)NCCN2C(=O)C3C4C=CC(C4)C3C2=O)s1 (stereo unspecified) | 15.9% | i | -0.7% | i | 1.1 | 0.2% | u | -1.1% | 1.2%
Nc1cccc(C(=O)Nc2ccc3nc(-c4cccnc4)[nH]c3c2)c1 | u | i | -9.4% | i | 0.1 | -0.8% | 0.9% | 0.2% | 6.2%
Cc1n[nH]c(=O)c2c(NC(=O)COC(=O)Cc3ccc(Cl)cc3Cl)oc(C)c12 | 0.3% | u | 2.6% | i | 1.0 | 1.6% | 10.2% | 0.1% | -0.4%
Cc1nn(C)c(C)c1NS(=O)(=O)c1ccc(Cl)cc1 | 1.9% | i | -0.6% | i | -1.1 | 0.4% | -2.1% | 0.0% | 0.0%
CC1Cc2cc(S(=O)(=O)NCc3ccccc3)ccc2N1C(=O)C1CC1 (stereo unspecified) | u | i | -29.8% | i | -2.0 | 0.0% | -16.6% | 0.2% | 2.0%
Cc1c(C(=O)NCc2ccc3c(c2)OCO3)oc2ccc(Br)cc12 | u | i | -4.3% | i | -1.9 | -4.2% | 1.4% | -0.7% | 0.4%
CSCCC(NC(=O)c1cccc(C)c1)C(=O)OCC(=O)NC(=O)c1cccn1C (stereo unspecified) | 8.7% | i | -22.5% | i | -0.9 | 3.0% | 4.9% | 3.4% | 3.5%
Cc1ccc(C(=O)N2CCN(c3ccccn3)CC2)cc1Cl | -28.4% | i | -17.2% | i | -0.9 | -5.5% | 3.3% | 0.1% | 4.2%
COc1ccc(OC)c(NC(=O)Nc2cc(C(=O)O)ccc2C)c1 | 0.3% | i | 17.2% | i | 0.4 | -2.3% | 6.8% | 1.8% | -2.4%
Cc1ccc(CNC(=O)CCCC(=O)c2ccccc2)cc1 | -4.3% | i | -1.4% | i | 0.3 | 0.7% | 7.4% | -0.7% | 4.9%
O=c1[nH]n(-c2ccc(Cl)cc2)c2ncccc12 | 0.3% | i | 0.5% | i | -1.1 | 1.1% | -13.2% | 3.3% | -6.0%
COc1ccc(/C=N/NC(=O)CCc2n[nH]c(=O)[nH]c2=O)cc1O | -10.1% | i | -9.2% | i | -1.8 | 0.3% | u | 0.2%[9.22 µM] | 2.8%
CC(=O)NC(Cc1ccccc1)C(=O)Oc1ccc2ccccc2c1 (stereo unspecified) | 3.4% | i | -9.7% | i | 0.7 | x | 0.0% | 3.5% | -3.5%
O=C(CSc1nnc(Nc2ccccc2)s1)NC1CC1 | 3.1% | i | -13.2% | i | -0.9 | 1.3% | -2.4% | -0.5% | 4.6%
COc1ccccc1C(=O)Nc1nc(N)n(-c2ccccc2)n1 | 5.5% | i | -20.4% | i | -1.4 | -0.1% | 2.0% | -0.8% | 4.1%
CC(C)OCCCn1c(SCC(=O)N2CCCC2=O)nc2ccccc2c1=O | -7.9% | i | -9.0% | i | -2.9 | -0.3% | u | -0.3% | -8.4%
COc1ccc(OC)c(NC(=O)C(C#N)=Cc2ccco2)c1 | 5.8% | i | -13.6% | i | -1.2 | x | 3.9% | u | -7.2%
NC(=O)SCC(=O)Nc1cccc(Cl)c1 | -14.5% | i | -81.0% | i | 2.0 | 2.8% | 0.0% | 15.0% | -3.8%
N#Cc1nc(-c2ccco2)oc1N1CCN(C(c2ccccc2)c2ccccc2)CC1 | -11.7% | i | -12.8% | i | -3.7 | -0.2% | 7.0% | 0.1% | 10.1%
O=C(c1cnn(-c2cccc(F)c2)c1-n1cccc1)N1CCN(c2ccccc2F)CC1 | -20.5% | x | -23.8% | x | x | x | -64.7% | -0.7% | -0.4%

In the list so far, these contain two or more sulfur atoms.
molecule | Nrf2 inh | ATXN viability | HepG2 tox | Akt phos inh | CCT modulator | MmCpn inh | TGFb inhibitor | Nrf2 ARE act | A549 viability
O=S(=O)(c1ccc(SCCOc2ccc(F)cc2)nc1)N1CCCC1 | u | i | -57.0% | i | 1.0 | 0.2% | u | 2.5% | 16.4%
O=C(CSc1nnc(Nc2ccccc2)s1)NC1CC1 | 3.1% | i | -13.2% | i | -0.9 | 1.3% | -2.4% | -0.5% | 4.6%
